ERb SRC1 inh = blocks coactivator binding to human estrogen receptor beta; Q92731; TR-FRET ER-beta LBD / SRC1-Cy5 peptide binding; receptor agonist-loaded with 1 µM estradiol; inhibition, % at 25.6 µM; 86,000 tested, 1.3% active; AID 633;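 active = compounds whose percent inhibition of the receptor-coactivator binding signal exceeds about 50% in the single-dose screen, limit read from the data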;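 also: 0% = receptor plus peptide wells without compound and 100% = peptide-only wells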
VCAM1 TNFa inh = reduces TNF alpha induced VCAM1 expression in HUVEC. HUVEC TNFa-induced VCAM-1 immunofluorescence, high-content imaging. inhibition, % at 2 µM. 95,000 tested, 0.48% active. AID 802;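 active = inhibition above the batch mean plus 3 SD, with images confirmed as a hit by eye, cut at about 37% in these data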;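 also: 0% = TNF-stimulated DMSO wells and 100% = unstimulated control wells; not every result past the cut was called active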
TNFa cytotox = toxic to HUVEC cells under TNF alpha stimulation | 93,000 tested, 0.17% active | cell count reduction, % at 2 µM | HUVEC TNFalpha-stimulated, Hoechst cell count, imaging;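 active = cell count reduction exceeding the screen mean by over 5 SD, scaled to untreated wells per plate, cut at about 78% in these data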;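 also: cells counted after 24 h of TNF alpha exposure following the 1 h pretreatment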
Smad3 inh = Smad3 (human) transcription factor binding inhibition; P84022; TR-FRET Smad3/Dy647-FoxH1 peptide binding, europium anti-His; inhibition, % at 25 µM; 88,000 tested, 0.29% active; AID 630;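 active = compounds that reduce the energy-transfer binding signal between the protein and its labelled peptide by more than half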;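 also: 0% = Smad3 plus labelled peptide maximal FRET and 100% = peptide-only background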
Target sequence (P84022 whole entry, looked up): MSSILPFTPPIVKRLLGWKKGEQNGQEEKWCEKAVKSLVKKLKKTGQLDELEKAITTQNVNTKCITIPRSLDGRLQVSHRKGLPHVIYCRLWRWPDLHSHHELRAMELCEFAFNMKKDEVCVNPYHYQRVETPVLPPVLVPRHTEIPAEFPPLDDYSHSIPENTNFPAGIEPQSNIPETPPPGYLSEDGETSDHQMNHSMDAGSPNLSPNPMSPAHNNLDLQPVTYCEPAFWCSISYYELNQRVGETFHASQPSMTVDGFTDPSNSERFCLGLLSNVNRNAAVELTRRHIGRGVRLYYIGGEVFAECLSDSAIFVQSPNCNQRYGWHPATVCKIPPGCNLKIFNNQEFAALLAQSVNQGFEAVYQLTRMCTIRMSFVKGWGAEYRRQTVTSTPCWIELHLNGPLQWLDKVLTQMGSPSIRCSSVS
Candida biofilm = kills Candida albicans biofilms; C. albicans biofilm + clotrimazole, Alamar Blue; inhibition, % at 6 µM; 85,000 tested, 0.14% active; AID 834;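 active = inhibition above 20%; inactive = inhibition below 20%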;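 also: preformed 24 hr biofilms exposed to compound for 48 hr; 0% = biofilm without compound and 100% = blank killed by clotrimazole plus chlorhexidine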
cytoskel mod = alters cytoskeleton assembly in HUVEC cells | HUVEC TNFa F-actin phalloidin imaging, high content | inhibition, % at 2 µM | 91,000 tested, 0.18% active;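 active = inhibition above the batch mean plus 3 SD and confirmed as a hit by visual image inspection, cut at about 30% in these data, passing the limit was not always enough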; also: strong numbers were not always called active
IL1B cytotox = toxic to HUVEC cells under IL-1B stimulation. HUVEC cell count loss, Hoechst imaging, IL-1B stimulated. cell count reduction, % at 2 µM. 94,000 tested, 0.41% active. AID 845;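 active = cell count reduction more than 3 SD above the screen-wide mean, cut at about 70% in these data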;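 also: normalized per plate to untreated control cells as the no-loss baseline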
sEH activator = increases human soluble epoxide hydrolase activity; P34913; purified human sEH enzymatic activity, activator screen; activation, % at 2 µM; 91,000 tested, 0.04% active; AID 717; in the data active = activation above about 37%; also: values of inactives mirror those of a sister screen read the other way
Target sequence (P34913 whole entry, looked up): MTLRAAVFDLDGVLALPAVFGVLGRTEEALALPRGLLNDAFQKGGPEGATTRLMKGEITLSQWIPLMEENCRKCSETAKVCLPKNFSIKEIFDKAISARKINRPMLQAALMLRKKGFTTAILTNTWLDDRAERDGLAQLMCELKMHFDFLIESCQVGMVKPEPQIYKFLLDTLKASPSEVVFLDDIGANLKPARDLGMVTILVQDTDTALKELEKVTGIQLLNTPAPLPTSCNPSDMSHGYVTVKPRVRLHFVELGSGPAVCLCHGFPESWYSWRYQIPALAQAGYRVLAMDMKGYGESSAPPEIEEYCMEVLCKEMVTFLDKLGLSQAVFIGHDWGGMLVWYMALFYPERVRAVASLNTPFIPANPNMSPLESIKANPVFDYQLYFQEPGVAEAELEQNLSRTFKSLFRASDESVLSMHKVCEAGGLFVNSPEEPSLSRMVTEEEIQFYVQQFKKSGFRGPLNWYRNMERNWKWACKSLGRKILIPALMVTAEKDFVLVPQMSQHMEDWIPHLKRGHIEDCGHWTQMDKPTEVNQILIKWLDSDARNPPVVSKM
sEH inh = soluble epoxide hydrolase (human) inhibition. recombinant human sEH enzymatic activity assay. inhibition, % at 2 µM. 91,000 tested, 0.34% active. AID 707; in the data active = inhibition above about 80%; also: values of inactives mirror those of a sister screen read the other way; many of its hits are not listed in these tables
Starred values were filed as active, the others as inactive; nt = no result given; [ ] = remark or other dose. The list is partial, so the mix of outcomes need not match the whole.

Value order: sEH activator | Candida biofilm | IL1B cytotox | TNFa cytotox | cytoskel mod | VCAM1 TNFa inh | ERb SRC1 inh | Smad3 inh | sEH inh
Cc1ccc(N(C(=O)c2sc(C)nc2C)C(C(=O)NCc2ccco2)c2ccccc2)cc1 (stereo unspecified)
 : -24 | nt | -53 | -19 | 9 | 19 | nt | nt | 25
COc1ccc(C(=O)NC(=S)NNC(=O)CCc2ccccc2)cc1
 : 4 | nt | -21 | -13 | 31 | 8 | nt | nt | -4
c1ccc2c(C[n+]3csc4ccccc43)cccc2c1
 : 12 | nt | -6 | 4 | 1 | -3 | nt | nt | -9
N#Cc1cc(Sc2ccccn2)c(Sc2ccccn2)cc1C#N
 : 6 | 2 | -4 | 4 | 2 | -8 | -4 | 3 | -8
O=C(CCC1COc2ccccc2O1)Nc1ccc(Cl)cn1 (stereo unspecified)
 : -38 | 2 | -22 | -32 | 11 | 2 | -6 | 7 | 40
O=C(O)[C@H](CO)Nc1ncnc2sc3c(c12)CCC3
 : -3 | 8 | -11 | 5 | 1 | 12 | -7 | -2 | 6
O=C(Cn1nnc2c(cnn2-c2ccccc2)c1=O)N1CCN(c2ccccc2F)CC1
 : 8 | 2 | -19 | -9 | 11 | 8 | 4 | 10 | -8
CCOC(=O)c1ccccc1NC(=O)COc1ccccc1
 : 1 | 3 | -23 | 7 | 6 | 16 | 8 | 5[fluorescence artefact?] | 1
c1ccc2c(c1)OCC(c1csc3ncnc(N4CCCCC4)c13)O2 (stereo unspecified)
 : 2 | 0 | -33 | -27 | 3 | 26 | 8[fluorescence artefact?] | -7 | 0
Cc1nc2ccc(S(=O)(=O)NCC(=O)NCc3ccc4c(c3)OCO4)cc2s1
 : -1 | 14 | -29 | -1 | -23 | -2 | 1 | -3 | 0
COc1ccc(C2Oc3ccccc3N2C(C)=O)cc1 (stereo unspecified)
 : -1 | 0 | -12 | -14 | -2 | -1 | 20 | -12 | 0
C/C(Cl)=C/Cn1c(SCCN2CCOCC2)nc2c1c(=O)[nH]c(=O)n2C
 : 13 | nt | 26 | -16 | 24 | 12 | -11 | 7[fluorescence artefact?] | -14
Cc1ccc(S(=O)(=O)CNC(=S)c2ccc3ccccc3c2)cc1
 : 16 | nt | 19 | -10 | 6 | -2 | nt | nt | -16
CCOC(=O)c1c(C=O)c(C)n(Cc2ccccc2)c1C
 : 4 | 3 | 10 | -26 | 4 | 2 | -8 | -12 | -6
COc1ccc(NC(=O)NC2(C(=O)N3CCCCCC3)CCCCC2)cc1
 : nt | 1 | -2 | -15 | -22 | 2 | -11 | 5 | nt
CO/N=C/c1ccc(Oc2ccc(C)cc2)nc1
 : 2 | nt | -20 | -1 | 35 | 8 | nt | nt | -2
CC(Oc1ccc(Cl)cc1)C(=O)/C=C/N(C)C (stereo unspecified)
 : -2 | nt | -12 | -36 | 5 | 12 | nt | nt | 7
CCc1ccc(NC(=O)CS(=O)CC(=O)NCC2OCCc3ccccc32)cc1 (stereo unspecified)
 : -4 | 13 | -2 | 6 | -5 | 8 | 2 | 0 | 5
O=C(CSc1nnnn1-c1ccc2c(c1)OCCO2)N1CCc2ccccc21
 : -8 | 7 | -26 | -21 | 19 | -22 | 6 | -3 | 7
COc1ccc(NC(=O)CSc2nnc(-c3ccccc3Cl)n2Cc2ccco2)c(OC)c1
 : 7 | -1 | 4 | -8 | 2 | -13 | -1[fluorescence artefact?] | -11 | -7

The last two entries of the part above lead into the next:
Value order: sEH activator | Candida biofilm | IL1B cytotox | TNFa cytotox | cytoskel mod | VCAM1 TNFa inh | ERb SRC1 inh | Smad3 inh | sEH inh
O=C(CSc1nnnn1-c1ccc2c(c1)OCCO2)N1CCc2ccccc21
 : -8 | 7 | -26 | -21 | 19 | -22 | 6 | -3 | 7
COc1ccc(NC(=O)CSc2nnc(-c3ccccc3Cl)n2Cc2ccco2)c(OC)c1
 : 7 | -1 | 4 | -8 | 2 | -13 | -1[fluorescence artefact?] | -11 | -7
Nc1nonc1C(=O)NCCNCc1c(OCc2ccccc2F)ccc2ccccc12
 : -7 | 5 | -28 | -10 | 6 | -7 | -15 | -1 | 7
C=CCn1c(SCc2csc(C)n2)nc2scc(-c3ccc(C)o3)c2c1=O
 : 12 | -8 | -2 | -29 | 6 | -9 | -3 | -19 | -13
O=C(c1cc2c(s1)CCCC2)N1CCN(C(=O)C2CCCO2)CC1 (stereo unspecified)
 : -4 | 6 | 8 | 16 | 2 | 4 | -7 | 2 | 7
COc1ccc(N2CCCn3c2nc2c3c(=O)n(CCCc3ccccc3)c(=O)n2C)cc1
 : nt | -2 | -35 | nt | nt | nt | -14 | -2 | nt
Cc1ccc(N(CCCCN2C(=O)c3ccccc3C2=O)C(=O)c2cccc([N+](=O)[O-])c2)cc1
 : -7 | nt | -21 | -3 | -9 | 4 | nt | nt | 11
CNC(=O)COc1ccc(-c2nn(C)c(=O)c3ccccc23)cc1
 : -2 | 2 | -8 | -24 | 6 | 16 | -11 | 7 | 0
CN(C)c1ccc(-c2nnc(-c3ccc(S(=O)(=O)C(F)F)cc3)o2)cc1
 : 9 | 1 | -51 | -15 | nt | -13 | 24 | 3 | -8
CCCNC(=O)CCNC(=O)c1ccc(C(C)(C)C)cc1
 : -2 | 10 | 23 | -11 | -20 | 2 | 11 | -8 | 0
CC(C)C(=O)c1cn(CC(=O)N2CCCc3ccccc32)c2ccccc12
 : 20 | -3 | -1 | -5 | 25 | -8 | -11 | 3 | -20
CCCn1c2c(c(O)c(C(=O)Nc3ncccc3C)c1=O)CCCC2
 : nt | 0 | 9 | 9 | -16 | 5 | 10[fluorescence artefact?] | 9 | nt
Cc1onc(-c2ccccc2)c1C(=O)n1cc(Br)cn1
 : -6 | -3 | -4 | -18 | 0 | 13 | -4 | 13[fluorescence artefact?] | 5
OC(COc1ccc2cc(Br)ccc2c1)CN1CCCC1 (stereo unspecified)
 : 3 | 1 | -31 | -13 | -21 | 6 | -8 | -3 | -4
O=c1c2ccccc2[nH]c(=S)n1CC1CCCO1 (stereo unspecified)
 : -5 | 7 | nt | -18 | -13 | 10 | -3 | 0 | 7
CCOC(=O)c1cn(CC)c2cc(N3CCOCC3)c(F)cc2c1=O
 : 1 | nt | 12 | nt | nt | nt | 1 | -1 | -3
COc1ccc(NC(=O)COc2ccc(/C=N/n3c(C)nnc3C)cc2OC)cc1
 : 2 | 2 | 6 | -16 | 6 | 0 | -5 | 5 | 0
Cc1csc(=N)n1CC(=O)N1CCc2ccccc21
 : nt | 5 | -17 | -29 | 5 | 10 | 11 | 11 | nt
CCCCCCC1CCC(C(=O)Nn2c(C)nc3ccccc3c2=O)CC1 (stereo unspecified)
 : 13 | 0 | -24 | -7 | -5 | -13 | -9 | 1 | -12
Cc1ccc(S(=O)(=O)N2CCN(C(=O)COc3ccc(-c4nnco4)cc3)CC2)cc1
 : nt | 8 | -3 | -25 | 25 | 2 | -28 | 7 | nt
CCCOc1ccccc1-c1nc2c([nH]1)c(=O)[nH]c(=O)n2C
 : -10 | 6 | -10 | -8 | 3 | 15 | 9 | 2 | 8
Cn1c(C(=O)N2CCCC(C(=O)NCCCc3ccccc3)C2)cc2sccc21 (stereo unspecified)
 : -80 | 9 | -13 | 14 | -15 | 24 | -25[fluorescence artefact?] | 3 | 80
Cc1cc(C(=O)OCC(=O)N2CC(=O)Nc3ccccc32)no1
 : -15 | 7 | 7 | -7 | -34 | 9 | -1[fluorescence artefact?] | 2 | 15
COc1ccc(CO/N=C/c2c(C)[nH]c(=O)[nH]c2=O)cc1
 : 13 | nt | -20 | -39 | -14 | -32 | nt | nt | -12
CCOc1ccc(-n2c(COc3ccccc3)nnc2SCC(N)=O)cc1
 : 7 | 4 | -24 | -2 | 4 | -7 | -8 | 1 | -8
CC(C)NC(=O)CCNS(=O)(=O)c1ccc(Br)cc1
 : 9 | 4 | -8 | -14 | -8 | -4 | -10[fluorescence artefact?] | 7 | -8
C=CCC(CC=C)(NC(=O)c1ccccc1C)c1ccccc1
 : 4 | nt | -9 | -7 | 9 | 17 | nt | nt | -6
Cc1cnnc2ccc3c(no[n+]3[O-])c12
 : 0 | 2 | -2 | -17 | 15 | 22 | 32 | -15 | 4
O=S(=O)(c1ccc(Cl)cc1Br)N1CCCCC1
 : 6 | 6 | -36 | 8 | 2 | 0 | -10 | 7 | -3
O=P(O)(CCc1ccccc1)CN1CCCCC1
 : -2 | 3 | 6 | -9 | 17 | -7 | -5[fluorescence artefact?] | 8 | 2
O=C(O)Cc1ccc(C(=O)c2cccs2)s1
 : 11 | -2 | -9 | -25 | 0 | 16 | 2[fluorescence artefact?] | -8 | -12
Cc1cc(C)cc(NC(=O)NC2CCN(CC(=O)Nc3c(C)cc(C)cc3C)CC2)c1
 : -76 | 7 | 36 | 2 | -14 | 14 | -6 | 0 | 77
CCOC(=O)c1c(NC(=O)CSc2nc3c(c(=O)n(C)c(=O)n3C)n2C(C)C)sc(C)c1C
 : 3 | -1 | -21 | -22 | -3 | 2 | -2[fluorescence artefact?] | -1 | -4
Cc1ccc(S(=O)(=O)N2CCC(CN3C(=O)c4cccc5cccc(c45)C3=O)CC2)cc1
 : 10 | nt | 10 | -32 | 1 | -23 | nt | nt | -11
COCCCNC(c1ccccc1)c1ccncc1 (stereo unspecified)
 : 5 | 6 | -3 | -8 | 19 | 13 | -9 | 6 | -6
O=C(NC(=S)Nc1ccc(N2CCCCC2)cc1)c1ccco1
 : 6 | nt | -19 | 6 | -24 | 5 | nt | nt | -4
C=CCn1c(SCC(=O)/C(C#N)=C(\C)N)nc2sc(CC)cc2c1=O
 : -6 | -8 | -9 | nt | nt | nt | 31 | 6 | 4
CCn1nnc(-c2ccccc2NS(=O)(=O)c2ccc(S(=O)(=O)N(C)C3CCCCC3)cc2)n1
 : -16 | -1 | 6 | -23 | 8 | -1 | 3[fluorescence artefact?] | 0 | 15
COC(=O)c1ccsc1NC(=O)CSc1nnnn1Cc1ccccc1
 : 8 | 0 | -4 | -10 | 2 | 7 | -9 | -1 | -8
C/C(O)=C(\C#N)c1nnc2n1CCCCC2
 : -2 | 3 | 6 | -18 | -3 | 32 | 3 | 6 | 2
CCOc1ccc(NC(=O)c2cccnc2C(=O)O)cc1
 : 11 | 1 | 19 | -50 | 18 | 14 | -4 | -20 | -14
COc1cc(OC)c(NC(=O)CCNS(=O)(=O)c2cc(Br)cnc2N)cc1Cl
 : 10 | nt | 8 | 9 | 22 | -2 | nt | nt | -13
COc1ccccc1CNC(=O)C(CC(C)C)NC(=O)C1CCC(C)CC1 (stereo unspecified)
 : -19 | nt | 13 | -10 | -13 | 16 | -1[fluorescence artefact?] | 4 | 17
COc1cccc(-c2nc(N3CC(C)CC(C)C3)c3ccccc3n2)c1O (stereo unspecified)
 : 2 | nt | -26 | -5 | -10 | -13 | nt | nt | 0
O=C(NC1CCCCC1)N(Cc1cc2cc3c(cc2[nH]c1=O)OCCO3)CC1CCCO1 (stereo unspecified)
 : 6 | 6 | 2 | -30 | 23 | 5 | -14 | 7 | -4
O=C(CSc1nc(N2CCCCC2)nc(N2CCCCC2)n1)c1ccccc1
 : -5 | -3 | -6 | -18 | 2 | -19 | 1 | -11 | 5
Cc1ccc(C2CC(=O)NC(SCC(=O)Nc3nccs3)=C2C#N)cc1 (stereo unspecified)
 : 17 | nt | -18 | -19 | 4 | 22 | nt | nt | -20
Cc1ccc2occ(C(c3nnnn3C3CCCC3)N3CCN(C(=O)c4ccco4)CC3)c(=O)c2c1 (stereo unspecified)
 : -9 | -2 | 5 | -11 | 20 | -4 | 0 | -7 | 9

Screening data as filed in PubChem.
